Screens (PubChem)
Rad51 HR inh: blocks human Rad51 in homologous recombination; inhibition, % at 10 µM; hRad51 DNA strand exchange, fluorescence dequenching; 0.085% of 200,000 active; Q06609;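 active = inhibition above 40% at the single screening dose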;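 note: 0% = DMSO control wells and 100% = blanks with heterologous ssDNA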
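Material: human Rad51–ssDNA filaments; Probe or stimulus: labelled 47-mer dsDNA for strand exchange; Doses: single 10 µM dose; Incubation: 37 °C 15-min filament assembly, 30-min compound preincubation, 15-min exchange; Technique: FRET fluorescence dequenching, excitation 485 nm, emission 520 nm; Measure: Fluorescence-based percent inhibition, control- and blank-normalised; Benchmarks: plate control and blank wells.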
PERK inhibitor: blocks human PERK kinase; AID 1416; CHO PERK-DD fusion, SEAP luminescence translation reporter; inhibition, % at 5.6 µM; 0.17% of 220,000 active; Q9NZJ5;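 active = inhibition above the mean inhibition of all tested compounds plus 3 SD, set separately per screening campaign, cut at about 2.9% in these data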;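 note: PERK kinase domain activated by AP20187 dimerizer at 100 nM; 0% = DMSO with dimerizer and 100% = rapamycin at 8.4 µM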
thrombin 1536: thrombin (human) inhibition; alpha-thrombin, Boc-VPR-AMC fluorogenic substrate cleavage; P00734; inhibition, % at 5 µM; 0.26% of 220,000 active;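 active = inhibition at or above 40%; inactive = inhibition below 40%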;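 note: 0% = enzyme with no compound and 100% = wells without enzyme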
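Material: human alpha-thrombin protein. Incubation: reaction at ambient temperature. Technique: fluorescence of released AMC, ex 355 nm, em 460 nm. Control set: no-compound enzyme wells and no-enzyme blanks. Also added: Boc-VPR-AMC substrate, 15 µM final. Buffer or medium: pH 7.5 Tris (50 mM) with NaCl 150 mM, Tween 20 0.05%.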
Furin inhibitor: inhibitors of human furin. 0.061% of 220,000 active. inhibition, % at 30 µM. AID 463115. purified furin, fluorogenic substrate cleavage; in the data active = inhibition above about 25%; note: inactives centre near -15
Calpain2 inh: blocks pig calpain II enzyme activity. purified calpain II, fluorogenic peptide substrate, 30 min. 0.37% of 220,000 active. AID 1236. inhibition, % at 16 µM;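 active = inhibition above about 50%, limit read from the data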
FXIa inh: blocks human coagulation factor XIa protease activity; P03951; purified FXIa, Boc-Glu-Ala-Arg-AMC fluorogenic substrate; inhibition, % at 5 µM; 0.14% of 220,000 active; AID 798;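 active = inhibition of at least 40%; inactive = inhibition below 40%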;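 note: fluorescence of freed AMC excited at 355 nm; 0% = enzyme without compound and 100% = no enzyme blank; many of its hits are not listed in these tables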
KCC2 mod: modulators of human KCC2 chloride dependent transport; B-score of Tl+ flux slope (higher = more flux/activation; lower = inhibition) at 10 µM; KCC2 cells, thallium flux FluoZin-2 fluorescence; 2.2% of 190,000 active; AID 1456; Q9H2X9;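 active = thallium flux slope and its plate-corrected score both differing from the plate sample mean at a set confidence after two filtering rounds, in either direction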;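 note: slope of fluorescence scaled to starting intensity during 10 to 20 s after thallium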
FXIIa inh: factor XIIa (human) inhibition | purified FXIIa, Boc-QGR-AMC fluorogenic substrate, 2 h | inhibition, % at 5 µM | 0.3% of 220,000 active; in the data active = inhibition above about 40%;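 note: 0% = enzyme with no compound and 100% = blank without enzyme; many of its hits are not listed in these tables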
Target sequence (P00748 20-372 limits assumed): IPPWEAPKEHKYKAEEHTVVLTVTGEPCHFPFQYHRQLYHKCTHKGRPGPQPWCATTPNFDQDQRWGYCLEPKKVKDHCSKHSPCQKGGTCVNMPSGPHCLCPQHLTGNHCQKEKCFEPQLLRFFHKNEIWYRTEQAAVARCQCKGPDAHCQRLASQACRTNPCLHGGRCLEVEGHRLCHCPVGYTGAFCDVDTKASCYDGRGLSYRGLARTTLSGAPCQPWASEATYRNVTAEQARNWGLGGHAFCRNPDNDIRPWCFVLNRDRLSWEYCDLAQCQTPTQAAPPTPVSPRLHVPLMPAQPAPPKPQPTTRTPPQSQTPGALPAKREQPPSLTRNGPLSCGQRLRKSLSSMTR
Target sequence (P00748 373-615 limits assumed): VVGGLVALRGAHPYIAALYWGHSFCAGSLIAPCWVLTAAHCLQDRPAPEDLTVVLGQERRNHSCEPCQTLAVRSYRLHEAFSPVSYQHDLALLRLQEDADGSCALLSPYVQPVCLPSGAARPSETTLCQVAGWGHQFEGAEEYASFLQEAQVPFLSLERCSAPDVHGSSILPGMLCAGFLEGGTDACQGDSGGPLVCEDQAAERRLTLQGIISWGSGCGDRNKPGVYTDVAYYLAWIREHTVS
KLK5 inh: inhibitors of human kallikrein 5; Q9Y337; recombinant hK5, fluorogenic AMC substrate cleavage; inhibition, % at 5 µM; 0.59% of 210,000 active; AID 873;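 active = inhibition of 40% or more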;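 note: 0% = enzyme controls without compound and 100% = no-enzyme blanks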
Target sequence (Q9Y337 67-293 limits assumed): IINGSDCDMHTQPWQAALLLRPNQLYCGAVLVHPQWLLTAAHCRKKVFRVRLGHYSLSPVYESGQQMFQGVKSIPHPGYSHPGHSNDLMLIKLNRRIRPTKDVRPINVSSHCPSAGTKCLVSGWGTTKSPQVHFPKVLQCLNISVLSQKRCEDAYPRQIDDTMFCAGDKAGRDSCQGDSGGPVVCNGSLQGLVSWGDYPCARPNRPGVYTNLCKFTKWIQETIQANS
* hit, by the source's call; / = no result given; [ ] = remark or other dose.

SMILES	Rad51 HR inh	PERK inhibitor	thrombin 1536	Furin inhibitor	Calpain2 inh	FXIa inh	KCC2 mod	FXIIa inh	KLK5 inh
CSc1ccc(Cl)c(C(=O)Nc2ccc(N3CCOCC3)cc2)c1	2	-1.1	17	0	2	31	-0.097	23	26
CC(C)NC(=O)c1ccc(COCC(F)(F)C(F)F)cc1	-2	0.1	0	-7[20 µM]	15	4	/	1	6
c1ccc2c(c1)oc1c(NCCCn3ccnc3)ncnc12	-2	-0.6	5	-3	2	7	/	17	-1
Cc1cccc(C)c1NC1=NC(=S)N(c2ccccc2)C12CCOC(C)(C)C2 (stereo unspecified)	-2	-0.2	-3	-20[20 µM]	-4	-1	-0.0058	7	-12
NC(=O)c1ccccc1-c1nc(-c2ccccc2)no1	5	1.5	-3	-12	-8	-6	-0.08	-1	-48
CCn1c(CNc2ccc(F)cc2)nnc1SCC#N	-4	1.4	-14	-27	6	-5	0.23	0	-4
COc1ccc(NS(=O)(=O)c2cc(NC(=O)c3ccco3)ccc2N2CCCCC2)cc1	13	-0.1	-4	-18	2	4	-0.23	3	-12
O=C(CSC1=NCCS1)Nc1ccnc2ccccc12	-7	0.2	0	-6	-2	17	0.14	21	-7
COc1cc(/C=C2\C(=N)N3N=CSC3=NC2=O)cc(Br)c1OC(=O)c1ccco1	-127	1.6	2	-18	17	1	-2.8	6	1
O=C1CSC(c2ccccc2)N1c1nc(-c2ccc(Cl)cc2Cl)cs1 (stereo unspecified)	1	0.4	-1	-15[20 µM]	21	-2	0.4	0	-8
CC(O)CNc1nc2c(c(=O)n(C)c(=O)n2C)n1Cc1cccc(Br)c1 (stereo unspecified)	6	-0.4	-7	-20	-5	-1	/	5	8
CSCCC(NS(=O)(=O)c1ccc(Cl)cc1)C(=O)OCc1c(Cl)cccc1Cl (stereo unspecified)	8	0.1	-12	-5	25	-7	-0.012	-5	-23
O=C(CCC1CCCC1)N1CCN(S(=O)(=O)Cc2ccccc2)CC1	-1	0.0	-2	-28	38	-3	/	8	-18
COc1ccc(/C=N/NS(=O)(=O)c2ccc(C)cc2)cc1OC(=O)c1ccc(C)cc1	8	-0.8	-2	-10[20 µM]	-203	-4	0.84	5	-7
O=C(COC(=O)c1cccc([N+](=O)[O-])c1)NCC1CCCO1 (stereo unspecified)	-24	0.7	-21	-24	6	-4	0.64	0	-6
CCC(=O)Nc1cc(C(=O)O)ccc1S(=O)(=O)c1ccc(C)cc1	/	0.6	3	-31	-19	8	-1.3	13	-17
O=C(Cn1cnc2scc(-c3ccc(Br)cc3)c2c1=O)N1CCOCC1	-5	0.9	-3	-8	-12	-8	0.19	-1	-2
COC(=O)N/N=C(\C)c1ccccc1OC(F)F	/	0.2	-6	-12	-9	1	0.71	9	-13
COc1ccc(OC)c(-c2csc(N(C)C(=O)Cc3ccccc3)n2)c1	2	0.8	3	-26	-3	0	-0.36	11	-3
CN1CCN(S(=O)(=O)c2ccc(NC(=O)COc3ccccc3Cl)cc2)CC1	-4	0.1	-13	-30	-23	-5	0.88	7	-1
Cc1ccc(NC(=O)COC(=O)Cn2cnc3ccccc32)cc1S(=O)(=O)N(C)C	-11	1.3	-8	-16	-11	-4	0.51	12	-12
CN(C)CCNc1c2c(c(C#N)c3nc4ccccc4n13)CCCC2	-4	-1.4	0	-26	/	0	-0.55	-5	-23
Cc1cc(C(=O)COC(=O)c2cccs2)c(C)n1-c1c(C)n(C)n(-c2ccccc2)c1=O	-2	-0.7	-5	-22	31	-12	/	-9	-11
O=C(NCCCN1CCOCC1)c1cc(-c2ccccc2)on1	-6	0.3	-2	-20[20 µM]	-4	1	0.1	16	-6
COc1cc(/C=N/NC(=O)C(=O)NCc2ccco2)cc(Br)c1O	-8	1.2	10	0	26	9	-1.2	19	6
O=S(=O)(c1ccccc1)c1nc(-c2ccccc2)oc1N1CCCC1	10	-0.4	0	-17	-78	-5	1	4	-9
CCOC(=O)c1c(NC(=O)CSc2cccc[n+]2[O-])sc(C(=O)Nc2ccccc2)c1C	28	0.2	-3	-27	-228	-2	0.26	5	-5
CC(=O)c1cn(-c2ccc(Cl)cc2)c(=O)n(Cc2ccc(F)cc2)c1=O	-3	1.1	9	-9	22	29	-0.53	33	27
Cc1nc(SCC(=O)NCc2ccco2)c2oc3ccccc3c2n1	-6	0.2	0	-22	-8	8	-0.83	17	-3
COC(=O)c1cc(Br)c(=O)n(CCc2ccc(F)cc2)c1	8	-0.4	1	-10[20 µM]	-7	1	/	12	13
Cc1ccc(NC(=O)C(=O)c2c(-c3ccccc3)cc3ccccn23)cc1S(=O)(=O)N1CCOCC1	5	-2.4	0	-17[20 µM]	-94	-1	-0.53	12	-4
O=C(NCc1cccnc1)c1ccccc1-c1nc(-c2ccccc2)no1	/	-0.1	-5	-19	22	2	-0.27	6	/
Cc1ccc(NC(=O)CCCCCCCCCCC2COCCO2)c(C)c1 (stereo unspecified)	-51	0.4	-6	-14	3	15	0.054	20	-7
CCOc1ccccc1NC1=CC(=O)CC(c2ccccc2)C1 (stereo unspecified)	22	1.5	6	-11[20 µM]	-1	18	0.0029	15	5
O=c1cc(CO)oc(C(Nc2ccccn2)c2ccsc2)c1O (stereo unspecified)	0	1.1	2	-17	-17	21	/	30	-49
Cc1ccc(NC(=S)NCc2ccc(S(N)(=O)=O)cc2)c(C)c1	-8	0.0	-5	-7	8	-2	-1.4	4	0
CC(C)NCC(O)COCCOc1ccc(Cl)cc1 (stereo unspecified)	/	0.1	-15	-21	-19	-4	-0.15	-1	-4
Cc1cc(C)c2c(N)c(C(=O)c3ccccc3)sc2n1	8	0.3	-2	-23	-124	0	0.77	8	0
C=CCNC(=S)NNC(=O)c1csc(C)c1C	-8	1.3	-6	-11	-1	6	0.95	8	-5
O=C(/C=C/c1ccccc1[N+](=O)[O-])Nc1cccnc1	9	0.2	-4	-14	-9	5	0.011	9	-7
CC(=O)Nc1c(O)n(C)c2ccccc12	-4	-0.1	-5	-15	12	-13	0.9	-10	11
FC(F)(F)c1cccc(-c2nnc(-c3ccccc3)c(N3CCOCC3)n2)c1	-1	1.1	2	-14[20 µM]	20	2	-0.26	0	-6
Cc1cccc(C(=O)c2ccccc2C(=O)O)c1O	-11	1.6	3	-10	17	4	/	20	-6
Cc1nc(N2CCOCC2)[nH]c(=O)c1[N+](=O)[O-]	-4	1.0	-3	-19	2	-3	-0.96	3	1
O=C(CCCCCn1c(=S)[nH]c2ccccc2c1=O)NCc1ccc2c(c1)OCO2	-9	0.4	1	-14[20 µM]	30	4	0.7	20	-12

For convenience, eleven of the compounds above:
SMILES	Rad51 HR inh	PERK inhibitor	thrombin 1536	Furin inhibitor	Calpain2 inh	FXIa inh	KCC2 mod	FXIIa inh	KLK5 inh
O=c1cc(CO)oc(C(Nc2ccccn2)c2ccsc2)c1O (stereo unspecified)	0	1.1	2	-17	-17	21	/	30	-49
Cc1ccc(NC(=S)NCc2ccc(S(N)(=O)=O)cc2)c(C)c1	-8	0.0	-5	-7	8	-2	-1.4	4	0
CC(C)NCC(O)COCCOc1ccc(Cl)cc1 (stereo unspecified)	/	0.1	-15	-21	-19	-4	-0.15	-1	-4
Cc1cc(C)c2c(N)c(C(=O)c3ccccc3)sc2n1	8	0.3	-2	-23	-124	0	0.77	8	0
C=CCNC(=S)NNC(=O)c1csc(C)c1C	-8	1.3	-6	-11	-1	6	0.95	8	-5
O=C(/C=C/c1ccccc1[N+](=O)[O-])Nc1cccnc1	9	0.2	-4	-14	-9	5	0.011	9	-7
CC(=O)Nc1c(O)n(C)c2ccccc12	-4	-0.1	-5	-15	12	-13	0.9	-10	11
FC(F)(F)c1cccc(-c2nnc(-c3ccccc3)c(N3CCOCC3)n2)c1	-1	1.1	2	-14[20 µM]	20	2	-0.26	0	-6
Cc1cccc(C(=O)c2ccccc2C(=O)O)c1O	-11	1.6	3	-10	17	4	/	20	-6
Cc1nc(N2CCOCC2)[nH]c(=O)c1[N+](=O)[O-]	-4	1.0	-3	-19	2	-3	-0.96	3	1
O=C(CCCCCn1c(=S)[nH]c2ccccc2c1=O)NCc1ccc2c(c1)OCO2	-9	0.4	1	-14[20 µM]	30	4	0.7	20	-12

New compounds follow:
SMILES	Rad51 HR inh	PERK inhibitor	thrombin 1536	Furin inhibitor	Calpain2 inh	FXIa inh	KCC2 mod	FXIIa inh	KLK5 inh
Cc1c(NC(=O)NC2CCCCC2)cccc1[N+](=O)[O-]	-2	-0.5	-5	-21	2	-1	1.3	6	1
COCCn1nnnc1C(CC(C)C)N1CCN(c2nc3ccccc3s2)CC1 (stereo unspecified)	/	0.8	1	-18	-7	-3	-0.39	9	9
CC1/C(=C\c2ccc(Cl)cc2)C(=O)C2CC1C2(C)C (stereo unspecified)	1	1.8	-2	-6[20 µM]	16	2	-0.28	6	-10
O=C(CCC(=O)OCc1ccc(Cl)cc1)Nc1ccccc1	3	1.0	-8	-28	12	-1	-0.078	4	3
O=C(Nc1ccc(Cl)cc1)Nc1cnccn1	4	0.7	-6	-23	-25	-3	1.2	10	-1
CCc1ccc(NC(=O)C2CC(=O)Nc3ncnn32)cc1 (stereo unspecified)	2	0.1	-6	-13	-2	0	1.4	9	-9
Cn1c(=O)c2c(ncn2CC(=O)Nc2ccc(N3CCOCC3)cc2)n(C)c1=O	2	-0.3	-7	-7[20 µM]	6	-6	-0.63	1	21
Cc1ccc(CS(=O)(=O)Cc2ccc(C(=O)NCc3ccco3)o2)cc1	-9	-0.2	1	-25	-8	7	/	1	6
Cc1cc(C)n(-c2cc(N3CCOCC3)ncn2)n1	-4	-0.1	17	-5	13	1	-0.0012	12	21
O=C(NC1CS(=O)(=O)CC1NCc1ccccc1)c1ccccc1 (stereo unspecified)	-12	0.6	-7	-13	-30	-4	/	2	-10
CC(C(=O)N/N=C/c1ccc(N(C)C)c(Br)c1)N(c1ccccc1)S(C)(=O)=O (stereo unspecified)	4	-0.1	15	-5[20 µM]	-1	3	0.042	25	40
Oc1c(C(c2ccccn2)N2CCCCC2)cc(Cl)c2cccnc12 (stereo unspecified)	-3	2.0	-9	-11	-14	4	-0.98	8	-6
Cc1c(C(=O)N2CCCC2)sc(NC(=O)c2cccc(Cl)c2)c1C#N	3	0.4	2	-20[20 µM]	-35	0	/	24	-2
NS(=O)(=O)c1ccc(NC(=O)Nc2cccc(Cl)c2)cc1	1	1.0	-20	-26	-34	-6	/	3	-3
CCCCN1C(=O)CC(Nc2ccc(CC)cc2)C1=O (stereo unspecified)	1	0.3	0	1[20 µM]	-26	0	/	13	1
Cc1cccc(NC(=O)c2onc3c2CCCC3)c1C	1	-0.2	1	-1[20 µM]	-14	8	/	9	-10

This is a subset; the hit share may differ from the screen's.
